OPRM1-OPRD1 inv: inverse agonist of human OPRM1-OPRD1 heterodimerization. P35372+P41143. cell-based MOR-DOR heterodimer luminescence, inverse agonism. inhibition, % at 9.3 µM. 340,000 compounds, 0.21% hits. AID 504357; in the data active = inhibition above about 22%, passing the limit was not always enough;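 note: 0% = cells with DMSO and 100% = wells without cells with DMSO; values of inactives mirror those of a sister screen read the other way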
Target sequence (P35372 whole entry, looked up): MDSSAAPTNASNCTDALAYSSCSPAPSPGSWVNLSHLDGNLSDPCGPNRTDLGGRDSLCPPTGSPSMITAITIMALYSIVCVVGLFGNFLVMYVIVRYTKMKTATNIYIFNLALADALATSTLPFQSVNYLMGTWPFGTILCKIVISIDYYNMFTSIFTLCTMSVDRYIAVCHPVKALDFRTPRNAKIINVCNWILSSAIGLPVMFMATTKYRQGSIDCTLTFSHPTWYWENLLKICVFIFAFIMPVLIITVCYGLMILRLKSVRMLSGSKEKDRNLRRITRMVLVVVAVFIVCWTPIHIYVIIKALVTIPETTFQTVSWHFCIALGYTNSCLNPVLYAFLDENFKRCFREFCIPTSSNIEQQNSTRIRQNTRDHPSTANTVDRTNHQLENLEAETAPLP
Target sequence (P41143 whole entry, looked up): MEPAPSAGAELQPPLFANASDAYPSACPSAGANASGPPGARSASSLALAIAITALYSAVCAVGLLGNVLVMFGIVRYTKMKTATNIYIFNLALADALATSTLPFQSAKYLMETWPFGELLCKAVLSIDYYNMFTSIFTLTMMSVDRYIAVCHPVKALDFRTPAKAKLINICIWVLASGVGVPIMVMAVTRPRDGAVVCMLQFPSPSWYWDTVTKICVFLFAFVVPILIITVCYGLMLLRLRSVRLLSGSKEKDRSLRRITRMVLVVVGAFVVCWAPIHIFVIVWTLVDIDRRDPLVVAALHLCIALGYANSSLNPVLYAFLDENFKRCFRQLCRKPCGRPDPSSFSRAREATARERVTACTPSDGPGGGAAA
LANA DNA inh: blocks KSHV LANA C-terminal domain binding to DNA | MBP-C-LANA/FAM-LBS DNA binding, fluorescence polarization | inhibition, % at 9 µM | 340,000 compounds, 0.078% hits | AID 504423;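 active = highest replicate inhibition at or above 60% at 9 µM, even if other replicates fall short; inactive = all replicates below 60% inhibition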;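 note: 0% = neutral control wells and 100% = 4 µM acridine orange control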
Keap1-Nrf2 PPI: inhibitors of human Keap1-Nrf2 protein-protein interaction; Q14145; Keap1 Kelch-Nrf2 peptide fluorescence polarization, 1536-well; inhibition, % at 9.4 µM; 340,000 compounds, 0.15% hits; AID 504523; in the data active = inhibition above about 12%;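 note: human Keap1 Kelch domain with fluorescein labeled Nrf2 9mer peptide probe; 0% = neutral control wells and 100% = peptide positive control; higher means more block of Keap1 binding to Nrf2 peptide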
OPRM1-OPRD1 ag: OPRM1-OPRD1 heterodimerization agonism; P35372+P41143; cells, luminescence; activation, % at 9.3 µM; 340,000 compounds, 0.3% hits; in the data active = activation above about 18%;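 note: 0% = vehicle-treated cells and 100% = reference agonist; values of inactives mirror those of a sister screen read the other way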
HTR5A ag: activates human HTR5A in OPRM1-OPRD1 agonist counter-screen | activation, % at 9.3 µM | 340,000 compounds, 0.61% hits | P47898 | HTR5A agonist assay, luminescence, cell-based; in the data active = activation mostly above about 9.5%, no sharp cut-off; inactive = mostly below about 7.6%;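 note: 0% = cells with vehicle only and 100% = reference agonist; strong numbers were not always called active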
Cardiac RTF inh: cardiac RTF calcium desensitization; P19429+P45379; IANBD-labeled cardiac RTF, Ca2+ fluorescence; inhibition, % at 7.15 µM; 340,000 compounds, 0.12% hits; AID 493244;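 active = inhibition above the mean inhibition of all tested compounds plus 3 SD, cut at about 17% in these data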;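 note: assay run at fixed EC70 calcium of 1.6 mM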
V-ATPase pHluor: yeast V-ATPase proton transport regulation by pHLuorin; response, % at 10 µM; 350,000 compounds, 0.37% hits; S. cerevisiae, pHLuorin cytosolic pH fluorescence; in the data active = response mostly above about 7.3%, no sharp cut-off; inactive = mostly below about 5.4%; note: actives read high; inactives centre near 0; some compounds called inactive have numbers as strong as hits; reference of the scale not given here
CAL PDZ FP: blocks peptide binding to the human CAL PDZ domain. Q9HD26. inhibition, % at 24.9 µM. 300,000 compounds, 0.92% hits. purified CAL PDZ, TMR-peptide fluorescence polarization, 1 h;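 active = mean inhibition of at least 30% with at least half of replicates also reaching 30%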;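 note: 0% = DMSO neutral control and 100% = excess unlabeled competitor peptide PRC23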
HTR5A inv ag: HTR5A inverse agonism, opioid heterodimer counter-screen. HTR5A cell line, luminescence. inhibition, % at 9.3 µM. 340,000 compounds, 0.083% hits. AID 504634; in the data active = inhibition mostly above about 23%, no sharp cut-off; inactive = mostly below about 18%;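 note: 0% = cells with DMSO and 100% = no-cell wells with DMSO; some compounds called inactive have numbers as strong as hits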
cardiac RTF act: increases calcium sensitivity of human cardiac regulated thin filaments. IANBD-labeled TnC RTF fluorescence at EC20 calcium; 0% EC20 calcium, 100% full calcium. activation, % at 7.2 µM. 340,000 compounds, 0.24% hits;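 active = activation above the mean over all tested compounds plus 3 SD, cut at about 30% in these data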;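 note: rise in fluorescence read as greater calcium sensitivity of cardiac thin filaments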
* = called active by the depositor; i = inactive; / = no result given. Not a hit list, and some 2.8% of all compounds hit somewhere here.

SMILES	OPRM1-OPRD1 inv	LANA DNA inh	Keap1-Nrf2 PPI	OPRM1-OPRD1 ag	HTR5A ag	Cardiac RTF inh	V-ATPase pHluor	CAL PDZ FP	HTR5A inv ag	cardiac RTF act
CN(C1CCCCC1)S(=O)(=O)c1ccc2c(c1)c(=O)c(C(=O)NCCCN1CCCC1)cn2C	8	-1.3	-4	-1.7	4	-5	3	-1	-10	-4
O=C(Cc1coc2cc(O)ccc12)N1CCN(S(=O)(=O)c2ccc(Br)cc2)CC1	3	0.2	2	-0.8	-1	-4	1	3	-17	-3
CCOC(=O)C1CCN(S(=O)(=O)c2ccc(NC(=O)c3ccco3)cc2)CC1	0	-1.8	-2	0.1	5	-5	-4	-6	-7	-7
CCCCc1nc(C(N)=O)c2[nH]c(=O)n(-c3ccc(OC)cc3OC)c2n1	-4	0.0	1	0.7	2	1	1	-1	-6	-4
Cc1ccc(S(=O)(=O)NCCC(=O)Nc2nnc(C3CC3)s2)cc1C	-3	-0.8	-3	0.6	-2	-5	-3	-6	-3	0
Cc1cnc(C(=O)OCC(=O)Nc2ccc(Cl)cc2)cn1	3	1.6	3	-0.5	0	-7	0	-2	-3	-6
COc1ccc(-n2nnnc2SCC(=O)NC2CC2)cc1	-9	1.8	-6	2.3	7	-7	2	-3	-17	-3
Cc1nnc(SCC(=O)NCc2ccco2)n1Cc1ccccc1	14	-0.2	-3	-2.4	4	-13	1	-1	-13	-4
CCCCn1c(=O)c(F)cn(Cc2ccc(OC)c([N+](=O)[O-])c2)c1=O	6	0.8	-3	-1.0	5	-16	0	-1	-14	9
CCOc1ccc(NC(=O)C2CCCN(S(=O)(=O)c3ccc4[nH]c(=O)ccc4c3)C2)cc1 (stereo not drawn)	-1	-0.1	-3	0.2	1	-4	7	-2	-15	4
O=C(NCC1CCCO1)c1cc(Br)c(Br)s1 (stereo not drawn)	9	0.1	3	-1.3	7	-1	5	5	4	2
O=C(NCCC(=O)N1CCN(c2cccc(Cl)c2)CC1)c1ccc(Br)cc1	-3	3.5	-5	0.7	-2	-3	2	-5	-4	-3
CCOc1ccccc1CN1CCN(C/C=C/c2ccc(OC)cc2)CC1CCO (stereo not drawn)	17	0.4	-4	-3.4	1	-6	-7	-2	-15	1
CCc1nnc(NC(=O)CSc2nnc(Cc3ccccc3)n2-c2ccccc2)s1	9	0.6	1	-1.4	2	-3	3	2	-16	-5
COc1cc(C2=Nc3c(c(C)nn3-c3ccccc3)P(=O)(N3CCOCC3)O2)cc(OC)c1OC (stereo not drawn)	6	2.1	1	-1.1	2	-2	1	-4	-13	0
Cc1c(NC(=S)N/N=C/C=C/c2ccc([N+](=O)[O-])cc2)c(=O)n(-c2ccccc2)n1C	9	1.0	-5	-1.9	-6	-2	10	1	8	15
CCOc1ccc(N(C)S(=O)(=O)c2ccc(C)c(C(=O)N3CCN(Cc4ccc5c(c4)OCO5)CC3)c2)cc1	9	-0.2	5	-1.8	2	-3	1	-14	-9	-6
COc1cc(/C=C/C(=O)O)ccc1OS(=O)(=O)c1cc(Br)ccc1C	0	-0.4	8	0.1	1	-5	-1	-1	-3	-5
CCC1c2ccc(C)n2CCN1C(=O)Nc1ccc(F)cc1 (stereo not drawn)	14	8.4	-3	-2.6	4	-5	3	0	-11	9
O=C(CCN1C(=O)c2ccccc2C1=O)Nc1sc2c(c1C(=O)NCC1CCCO1)CCC2 (stereo not drawn)	12	-1.9	3	-2.3	-4	6	0	-4	16	-1
Cn1cccc1Cc1nnc(SCC(=O)NC2CCCCC2)n1CCc1ccccc1	-8	1.6	-11	1.6	-1	5	0	/	2	7
O=C(COc1ccc2ccccc2c1)NCC(=O)N/N=C/c1ccco1	19	1.6	-2	-3.5	-1	-3	-2	-5	-1	-3
CC(C)(C)OC(=O)NC(Cc1ccccc1)C(=O)N1CCC(C(=O)NCC(=O)Nc2ccc(F)cc2)CC1 (stereo not drawn)	9	13	2	-1.8	-5	-14	-3	-5	-22	1
CC(C)CCNC(=O)NC(=O)COC(=O)CCN=C1NS(=O)(=O)c2ccccc21	6	-1.3	0	-1.3	2	-3	-1	-2	-5	1
O=C(Nc1ccc(Cl)cc1)c1csc(-c2ccncc2)n1	-2	-1.3	0	0.4	-2	-8	1	5	4	3
CC(C)CNC(=O)CCCc1c[nH]c2ccccc12	10	0.6	-2	-1.9	0	2	0	-2	0	-2
COc1ccc(C(C)=O)cc1CSc1nnc(-c2ccncc2)n1C	5	0.0	-8	-1.0	4	0	-3	-4	-32	-4
COc1ccc(C2/C=C\CN(S(=O)(=O)/C=C/c3ccccc3)CC(=O)N2Cc2ccc(F)cc2)cc1 (stereo not drawn)	1	-5.0	-4	-0.2	2	10	1	-3	-4	0
O=c1c2c([nH]c3ccccc13)CCCC2	4	0.2	-1	-0.6	6	-7	-3	2	5	7
CC(C)OC(=O)C(CC(=O)O)N1CCOCC1 (stereo not drawn)	4	0.9	0	-0.6	4	-11	-1	4	-21	-2
COc1ccccc1N=Cc1c(O)c2ccccc2oc1=O	-2	-0.5	-6	0.4	10	0	1	/	-21	-6
Cc1ccc(S(=O)(=O)N(CC(=O)Nc2cccc(C(F)(F)F)c2)C(=O)N2CCN(C)CC2)cc1	1	0.9	-2	-0.1	0	-23	0	-4	0	-7
Cc1ccc(NC(=S)NC(=O)C2CCC2)cc1C	-9	1.2	3	1.2	-2	0	-2	/	5	-7
O=C1O/C(=C\c2ccccc2)c2ccccc21	-13	0.3	5	2.0	2	-6	3	1	10	7
Cc1nc2ccccc2c(=O)n1-c1ccc(F)c(NC(=O)c2cccs2)c1	-19	-0.3	-2	2.9	5	-2	-7	-2	-13	-3
Nc1ccc(Cl)c[n+]1Cc1cccc2cccnc12	6	-0.9	-5	-1.1	-7	1	3	0	18	4
O=C(Cc1cccc(F)c1)N1CCCC(CO)(Cc2ccc(F)cc2F)C1 (stereo not drawn)	-3	2.3	-2	0.6	-2	3	-2	-18	8	11
C[C@@H]1CN([C@@H](C)CO)C(=O)Cc2cc(NC(=O)Nc3cccc4ccccc34)ccc2O[C@@H]1CN(C)S(C)(=O)=O	-19	0.1	-4	3.3	3	2	8	-2	-7	5
Cc1sc(N)nc1-c1ccc(Oc2ccccc2)cc1	10	1.0	4	-2.1	6	-2	-2	-4	-20	4
CC1=C([N+](=O)[O-])C(c2ccc(Cl)cc2)NC(=O)N1C (stereo not drawn)	8	-2.6	-4	-1.8	2	-7	1	0	-7	7
COc1ccc(-c2nc(CC(=O)Nc3cccc(S(=O)(=O)NC4=NCCC4)c3)cs2)cc1	1	-0.3	-1	-0.1	6	-5	-2	-4	-16	-1
CCCn1c(N)c(C(=O)CSc2nc3ccccc3s2)c(=O)[nH]c1=O	15	-0.3	-3	-3.2	5	-11	-2	2	7	-5
COc1ccc(CCN(Cc2cccs2)S(=O)(=O)c2ccc(-n3cnnn3)cc2)cc1OC	12	0.0	0	-2.1	6	-4	-5	1	-13	-1
Cc1ccc(C2=N/C(=C/N3CCOCC3)C(=O)O2)cc1	-1	-0.1	0	0.2	2	-8	-2	-3	0	-5
CCCCN1CN(Cc2ccccc2)CNC1=S	3	-1.9	-4	-0.6	-2	-3	-4	0	4	-1
Cn1c(SCc2ccccc2Cl)nnc1-c1cnccn1	16	-0.2	-6	-3.2	-1	-3	1	0	3	-3
CCCC(=O)Nc1ccc(OCC(=O)OC)cc1	5	-1.9	-3	-0.9	2	-18	0	-5	8	4
CCOC(=O)C1(CCc2ccccc2)CCN(Cc2ccc(OC)cc2)CC1	i	1.0	0	129*	-1	-1	5	4	3	-5
O=C(OCCOCCOC(=O)Oc1ccccc1)Oc1ccccc1	13	-1.1	-2	-2.6	-3	-4	-2	-5	11	-2
CCOC(=O)c1c(C)nc2ncccn12	10	0.7	0	-1.8	2	0	-3	0	-6	0
O=C(O)c1ccc(CNC(=S)Nc2ccccc2)cc1	12	-0.2	-6	-2.3	1	-3	0	3	-4	-1
Cc1occc1C(=O)Nc1ccc(OCc2ccccc2)cc1	-20	2.1	-2	4.3	6	2	0	-1	-18	-1
NC1=NC[C@H](c2ccccc2)N1CCCCC1CCCCC1	0	-3.0	-4	-0.1	-2	-4	-1	-2	-10	5
Cc1cc2ncn(C(=O)N3CCCC3)c2cc1C	2	1.1	3	-0.3	5	-2	-3	-6	2	-7
Cc1ccc(-n2ncc(C(=O)NCC3CCN(C4CCCC4)C3)c2C2CCN(C(=O)OC(C)(C)C)CC2)cc1 (stereo not drawn)	16	14	4	-3.0	3	-1	3	/	7	1
CC1CCC2C(=O)N(c3ccc(NC4CCCCC4)c([N+](=O)[O-])c3)C(=O)C2C1 (stereo not drawn)	-1	0.0	0	0.3	-6	-2	2	-4	-7	-3
OC(CN1C2=NCCN2c2ccccc21)c1ccc(Br)cc1 (stereo not drawn)	8	-0.9	-6	-1.4	-1	-14	-1	3	-26	-3
CCCn1c(SCC(=O)c2cc(C)n(-c3cc(C)on3)c2C)n[nH]c1=O	7	3.4	1	-1.3	-1	-9	1	0	3	5
CCCCn1c(=O)cc(N2CCOCC2)[nH]c1=O	-2	1.0	2	0.4	2	-2	3	/	-7	2
COC(=O)[C@]1(CC(C)C)N[C@H](c2ccc(-c3ccccc3)cc2)[C@@H]2C(=O)N(C)C(=O)[C@@H]21	1	1.8	-3	-0.2	2	0	-1	-3	5	-6

3 entries picked at random from the list so far, as already listed:
SMILES	OPRM1-OPRD1 inv	LANA DNA inh	Keap1-Nrf2 PPI	OPRM1-OPRD1 ag	HTR5A ag	Cardiac RTF inh	V-ATPase pHluor	CAL PDZ FP	HTR5A inv ag	cardiac RTF act
COC(=O)[C@]1(CC(C)C)N[C@H](c2ccc(-c3ccccc3)cc2)[C@@H]2C(=O)N(C)C(=O)[C@@H]21	1	1.8	-3	-0.2	2	0	-1	-3	5	-6
CCCn1c(SCC(=O)c2cc(C)n(-c3cc(C)on3)c2C)n[nH]c1=O	7	3.4	1	-1.3	-1	-9	1	0	3	5
Cc1ccc(-n2ncc(C(=O)NCC3CCN(C4CCCC4)C3)c2C2CCN(C(=O)OC(C)(C)C)CC2)cc1 (stereo not drawn)	16	14	4	-3.0	3	-1	3	/	7	1

Next structures follow.
SMILES	OPRM1-OPRD1 inv	LANA DNA inh	Keap1-Nrf2 PPI	OPRM1-OPRD1 ag	HTR5A ag	Cardiac RTF inh	V-ATPase pHluor	CAL PDZ FP	HTR5A inv ag	cardiac RTF act
O=C(c1ccco1)N1CCN(C(=O)C2CC(c3ccc(F)cc3)=NO2)CC1 (stereo not drawn)	9	-3.4	3	-1.8	5	-3	6	-4	-14	1
O=C(NNS(=O)(=O)c1ccccc1)c1cc2cc3ccccc3nc2s1	-7	-0.5	-2	1.1	7	-7	0	-5	-20	-1
CC(=O)c1ccc(S(=O)(=O)N2CCN(CC(=O)NC(=O)NC3CCCCC3)CC2)cc1	6	-1.3	-1	-1.5	12	10	-1	-1	-30	-5
COc1cc(/C=C2\SC(=S)N(CCCCC(=O)O)C2=O)ccc1OS(=O)(=O)c1ccc(C)cc1	1	1.9	-3	-0.1	0	-15	-2	-3	-1	-11
NNC(=O)C1=NOC(CNc2ncc(C(F)(F)F)cc2Cl)C1 (stereo not drawn)	-21	-0.2	-1	3.7	4	2	-4	-1	-15	-7

Source: PubChem BioAssay
